Bioassay records as filed in PubChem.
TexasRed autofl – qHTS Assay for Spectroscopic Profiling in Texas Red Spectral Region. max dye-equivalent concentration, M. actives 0.06% (n = 59,000). Compound fluorescence, Texas Red channel, 547/618 nm; stronger effect = higher value; in the data active = max dye-equivalent concentration above about 10 nM; inconclusive = between about 1.1 nM and that limit
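Pin-transferred compounds and Texas Red standards go into 100 mM Tris buffer, pH 8.0. After 15 min at room temperature, plates are imaged with 547/618 nm filters. Each value is a dye-equivalent concentration derived from the per-plate dye curve.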
A350 autofl – qHTS Assay for Spectroscopic Profiling in A350 Spectral Region; AID 590, 2007; max dye-equivalent concentration, M; Compound autofluorescence, 340/450 nm, Alexa 350 dye-equivalents; stronger effect = higher value; actives 11% (n = 59,000); in the data active = max dye-equivalent concentration above about 10 nM; inconclusive = mostly about 1.1 nM to 9.6 nM
4MU fluor – qHTS Assay for Spectroscopic Profiling in 4-MU Spectral Region; compound autofluorescence, 340/450 nm, 4-MU equivalents; stronger effect = higher value; max dye-equivalent concentration, M; actives 11% (n = 59,000); AID 589, 2007; in the data active = max dye-equivalent concentration above about 10 nM; inconclusive = mostly about 1.1 nM to 9.6 nM
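Intrinsic fluorescence at 340/450 nm (ex/em) was read after 15 min at room temperature in pH 8.0, 100 mM Tris. Each compound concentration expressed as 4-MU-equivalent concentration from a six-point 4-MU standard series on each plate.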
Hsp90 Hop PPI – qHTS Assay for Disrupters of an Hsp90 Co-Chaperone Interaction. Hsp90 C-terminal peptide / TPR2A (Hop) interaction, human. AlphaScreen TPR2A-His6 binding biotin-Hsp90 C-terminal peptide. Potency, µM (top dose mostly 57 µM), without a hit: top-dose activity change, negative = inhibition. actives 0.44% (n = 71,000). AID 595, 2007; active = well fitted curve in either direction with a large enough effect; inconclusive = small, poorly fitted or top-dose-only effect, or another doubt; also: potency is read from the fitted curve at half-maximal effect; % is scaled to controls: 0 for no effect and ±100 for the full control effect; many of its hits are not listed in these tables
CRE-bla Fsk – Cell signaling CRE-BLA (Fsk stim) | CHO CRE-bla reporter (cAMP response element driving beta-lactamase), forskolin EC10, beta-lactamase ratio | Potency, µM (doses to about 38.2 µM), without a hit: top-dose activity change, negative = inhibition, usual class: activators | actives 2.5% (n = 71,000); active = well fitted activation curve with a large enough effect in the signal ratio, with a control signal flat, not every such curve was filed as active; inconclusive = small, poorly fitted or top-dose-only effect, or effect the other way, or a change in a side signal; the % refers to the signal ratio; also: potency is read from the fitted curve at half-maximal effect; % of control where 0% means no effect
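qHTS titration format; CRE-bla CHO reporter; stimulus EC10 NKH 477, a water-soluble forskolin. Read: CCF4 460/530 nm ratio. Potency expressed as AC50 for activators or inhibitors.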
Epigenetic mod – qHTS Assay for Epigenetic Modulators; mouse C127i GFP locus derepression, cytometry, 30 h; Potency, µM (series often up to 46.1 µM), for the others: at the top dose GFP derepression (activation); actives 0.09% (n = 68,000); AID 597, 2007; also: % of control where 0% means no effect
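Murine C127i mammary cells carrying a silenced, stably integrated CMV-driven GFP reporter were treated with compound for 30 hours at 37 C. After PBS washes, GFP-positive cells were counted by laser-scanning microplate cytometry.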
ERK AVP inh – qHTS Assay for Inhibitors of the ERK Signaling Pathway using a Homogeneous Screening Assay | HEK293-V1b, vasopressin-stimulated pERK AlphaScreen | Potency, µM (titrated, usually from 57.5 µM), without a hit: at the top dose activity, negative = inhibition, actives largely listed as inhibitors | actives 0.99% (n = 72,000) | AID 995, 2007; also: potency is read from the fitted curve at half-maximal effect; % is scaled to controls: 0 for no effect and ±100 for the full control effect; nearly all actives have a fitted effect of over 55% in size
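Overnight-seeded V1b-HEK293 cells in 1% FBS got compound, then vasopressin (25 nM final, 5 min, 37C), then lysis buffer. AlphaScreen detection of phospho-ERK; activity normalized to basal and full-stimulation controls.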
Ub-GFP proteasome – Ubiquitin-GFP Assay; Ubiquitin-GFP reporter cells, proteasome inhibition, GFP fluorescence; response scale: untreated = 0%, 10 µM MG-132 = 100%; Potency, µM (doses to about 45.9 µM), inactives show top-dose activation (GFP accumulation), most hits filed as activators; 67,000 tested, under 10 active; AID 526, 2006; active = well fitted activation curve with a large enough effect, not every such curve was filed as active; inconclusive = small, poorly fitted or top-dose-only effect, or another doubt; inactive = no such curve, though single readings can be large or run the other way; also: potency is read from the fitted curve at half-maximal effect
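Proteasome block read as GFP accumulation: ubiquitin(G76V)-GFP U2OS cells exposed to compound (2.9 nM–46 uM) for 4 hr at 37 C. Normalization used untreated cells as 0% and 10 uM MG-132 as 100%; concentration-response curves fitted.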
HBB splicing – qHTS Assay for Modulators of Hemoglobin Beta Chain Splicing. actives 0.06% (n = 65,000). HBB splicing reporter cell assay, activation; EGFP reporter with mutant IVS2-654 intron; response scale: normalised to 500 nM splice-correcting PNA. Potency, µM (doses to about 46.1 µM), inactives show top-dose activation, most hits filed as activators; also: potency is read from the fitted curve at half-maximal effect; 0% is about no effect
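Compounds were applied for 2 days to HeLa EGFP-654 cells, 500/well in Optimem with 2% FCS. The reporter's EGFP is disrupted by mis-splicing of beta-globin intron IVS2-654. Readout: summed well GFP fluorescence from 488 nm laser scanning; reference was 500 nM antisense […] 654 PNA.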
Fluorescein autfl – qHTS Assay for Spectroscopic Profiling in Fluorescein Spectral Region | Compound autofluorescence, 480/540 nm, fluorescein-equivalent; stronger effect = higher value | max fluorescein-equivalent concentration, M | actives 0.91% (n = 59,000) | AID 593, 2007; in the data active = max fluorescein-equivalent concentration above about 10 nM; inconclusive = between about 1.1 nM and that limit
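Compounds (23 nL) in 100 mM Tris pH 8.0, 15 min at room temperature, then fluorescence read at 480 nm excitation/540 nm emission. Signal converted to fluorescein-equivalent concentration from an on-plate fluorescein standard curve.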
Luciferase inh – qHTS Assay for Inhibitors of Firefly Luciferase. actives 2.2% (n = 72,000). purified firefly luciferase, luminescence, 8 min. Potency, µM (top dose mostly 57.1 µM), without a hit: at the top dose activity change, negative = inhibition, most hits filed as inhibitors. Luciferin 4-monooxygenase (Photinus pyralis), P08659; also: potency is read from the fitted curve at half-maximal effect; % is scaled to controls: 0 for no effect and ±100 for the full control effect; nearly all actives have a fitted effect of over 40% in size
Target sequence (P08659 whole entry, looked up): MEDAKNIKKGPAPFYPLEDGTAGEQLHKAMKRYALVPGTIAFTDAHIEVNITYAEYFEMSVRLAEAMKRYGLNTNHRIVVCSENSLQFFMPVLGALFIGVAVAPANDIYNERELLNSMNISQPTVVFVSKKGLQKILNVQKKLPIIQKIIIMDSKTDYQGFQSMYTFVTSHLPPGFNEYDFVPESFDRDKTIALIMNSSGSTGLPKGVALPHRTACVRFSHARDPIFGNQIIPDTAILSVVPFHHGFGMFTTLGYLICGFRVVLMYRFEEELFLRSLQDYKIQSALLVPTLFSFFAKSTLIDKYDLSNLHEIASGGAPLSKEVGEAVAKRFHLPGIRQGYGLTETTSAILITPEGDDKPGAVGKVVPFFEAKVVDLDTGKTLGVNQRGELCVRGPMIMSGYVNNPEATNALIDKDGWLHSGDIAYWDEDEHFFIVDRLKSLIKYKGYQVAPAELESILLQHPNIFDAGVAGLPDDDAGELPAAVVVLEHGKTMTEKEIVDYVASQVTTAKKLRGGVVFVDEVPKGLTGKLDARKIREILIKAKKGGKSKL
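Firefly luciferase (PKLight detection mix) with 10 uM ATP in pH 7.2 imidazole buffer (KCl, MgCl2, Tween 20, BSA). Compounds tested across a concentration series (qHTS). Luminescence read after 8 min at ambient temperature.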
Active calls of the source: *; i = inactive; ? = inconclusive; / = not tested or not shown; [ ] = another dose, or the depositor's remark. Unless noted, calls follow the shape of the dose curve; as a rule, active = well fitted curve in the direction sought with a large enough effect; inconclusive = small, poorly fitted or top-dose-only effect, or another doubt; inactive = no such curve, though single readings can be large; an effect the other way counts as inactive or inconclusive. Some of the compounds tested; the hit share may differ from the screen's.

molecule	TexasRed autofl	A350 autofl	4MU fluor	Hsp90 Hop PPI	CRE-bla Fsk	Epigenetic mod	ERK AVP inh	Ub-GFP proteasome	HBB splicing	Fluorescein autfl	Luciferase inh
O=C(CCS(=O)(=O)c1cccc2nonc12)N1CCOCC1	?	i	i	0%	?	5%	-3%	-7%	-0.6%	i	0%
O=C(O)CCC(=O)NC1CCCCC1NC(=O)CCC(=O)O (stereo unspecified)	/	/	/	-7%[11 µM]	?	-2%	2%	5%[9.17 µM]	-1.2%[0.0738 µM]	/	1%
Cc1ccc(NS(=O)(=O)c2ccc(NC(=O)c3ccc(Br)o3)cc2)c(C)c1	?	i	i	-15%	?	-3%	?	6%	-1.3%	i	1%
CCOc1ccc(NC(=O)CSc2nnc(-c3ccccc3Cl)n2Cc2ccco2)cc1	?	?	i	-7%	-2%	4%	-1%	11%	0.9%[1.84 µM]	i	2%
COc1ccc(Cn2c(=O)[nH]c3cc(C(=O)N4CCN(Cc5ccccc5)CC4)ccc3c2=O)cc1	i	i	i	-4%	-9%	4%	5%	0%	-1.1%	i	0%
CCCCNc1nc(C)nc2c1nc(-c1ccccc1)n2CCCN(CC)CC	/	/	/	-3%	12%	/	-17%	-8%	-1.5%	/	/
OC(CCCCN1CCCCC1)c1ccccc1 (stereo unspecified)	i	i	i	-4%	-3%	0%	10%	-4%	6.8%[0.369 µM]	?	2%
O=C(C1CCCN1S(=O)(=O)c1cccc2cccnc12)N1CCc2ccccc2C1 (stereo unspecified)	/	/	/	-5%[2.3 µM]	-7%	/	?	-9%	-1.1%	/	1%
COC(=O)CC1Oc2ccc(C)cc2NC1=O (stereo unspecified)	/	/	/	-2%	-1%	-3%	-13%	-3%	-0.6%	/	-4%
CCOc1ccccc1NC(=O)CSc1nnc(Cn2c(=O)sc3ccccc32)n1C	/	/	/	-1%[2.3 µM]	-1%	/	10%	9%	-1.2%	/	1%
CCOC(=O)C1C(=O)NC(SCC(=O)OC)=C(C#N)C1c1ccccc1OCC (stereo unspecified)	i	i	i	-1%	-4%	-3%	3%	4%	0.1%	i	1%
COc1cccc(N2CCN(S(=O)(=O)c3ccc4nc(-c5ccccc5)[nH]c4c3)CC2)c1	i	i	i	-5%	9%	0%	-25%	1%	0.0%	i	1%
Cn1c(Cn2nnc3ccccc32)nnc1SCC(=O)N1CCc2ccccc21	i	i	i	-2%	-5%	-2%	-14%	5%	0.2%[57.5 µM]	i	4%
COc1ccc(C(C)=O)cc1COC(=O)c1cccc(N(C)C)c1	i	2.7e-08M*	2.6e-08M*	9%	?	-3%	-20%	-5%	-0.2%[57.5 µM]	i	-2%
CCOC(=O)c1c(C)[nH]c(C)c1C(=O)CSc1nnc(-c2ccncc2)n1C	i	i	i	-2%	4%	-1%	8%	0%	-0.1%[57.5 µM]	?	3%
Brc1ccc(-c2nn3c(-c4ccncc4)nnc3s2)o1	?	6.2e-08M*	5.4e-08M*	-3%	16%	2%	-14%	2%	-5.7%[0.369 µM]	i	2%
NC(=O)C1(N2CCCCC2)CCN(S(=O)(=O)c2cc(Cl)ccc2Cl)CC1	/	/	/	-5%	-3%	0%	13%	5%	-0.5%	/	-1%
CC1Cc2ccccc2N1C(=O)CN1C(=O)NC(C)(c2ccc3c(c2)OCCO3)C1=O (stereo unspecified)	?	i	i	-3%	?	-3%	1%	0%	-2.0%	i	4%
O=C(O)CCCC(=O)Nc1nc2n(n1)C(c1ccc(F)cc1)CC(c1ccc(Cl)cc1)N2 (stereo unspecified)	i	i	i	-9%	-5%	2%	-14%	3%	-1.0%[57.5 µM]	i	1%
CCN1CCN(C(=O)N[C@H](C(=O)N[C@@H]2C(=O)N3[C@@H]2SC(C)(C)[C@@H]3C(=O)O)c2ccccc2)C(=O)C1=O	i	i	i	-4%[26 µM]	0%[17.1 µM]	1%[20.6 µM]	-10%[25.7 µM]	-1%[20.5 µM]	0.5%[20.6 µM]	?	2%[25.5 µM]

Reprinted at random: two entries already listed, in no set order.
molecule	TexasRed autofl	A350 autofl	4MU fluor	Hsp90 Hop PPI	CRE-bla Fsk	Epigenetic mod	ERK AVP inh	Ub-GFP proteasome	HBB splicing	Fluorescein autfl	Luciferase inh
O=C(O)CCC(=O)NC1CCCCC1NC(=O)CCC(=O)O (stereo unspecified)	/	/	/	-7%[11 µM]	?	-2%	2%	5%[9.17 µM]	-1.2%[0.0738 µM]	/	1%
Brc1ccc(-c2nn3c(-c4ccncc4)nnc3s2)o1	?	6.2e-08M*	5.4e-08M*	-3%	16%	2%	-14%	2%	-5.7%[0.369 µM]	i	2%

Further entries follow.
molecule	TexasRed autofl	A350 autofl	4MU fluor	Hsp90 Hop PPI	CRE-bla Fsk	Epigenetic mod	ERK AVP inh	Ub-GFP proteasome	HBB splicing	Fluorescein autfl	Luciferase inh
Cc1nc(CNS(=O)(=O)c2ccc3ccccc3c2)cs1	/	/	/	-3%	2%	/	/	0%	0.1%	/	0%
COc1ccc(C)cc1NC(=O)c1nc2nc(C)cc(C)n2n1	i	?	i	0%	3%	4%	1%	1%	0.9%[57.5 µM]	?	1%
Cc1noc(C)c1C(=O)OCC(=O)c1c[nH]c2ccccc12	i	i	i	-9%	?	0%	1%	0%	-0.8%	i	16µM*
O=C(O)[C@H](Cc1cc(I)c(O)c(I)c1)C1CCCCC1	i	i	i	-2%[11 µM]	-1%[7.6 µM]	2%[9.22 µM]	-19%[11.5 µM]	-3%[9.17 µM]	-1.5%[9.22 µM]	?	1%[11.4 µM]
O=C(CN1C(=O)COc2ccccc21)c1ccc(Cl)cc1	i	i	i	3%	0%	-2%	-1%	1%	/	i	2%
CN(C)C(CN1C(=O)C2CC=CCC2C1=O)c1cn(C)c2ccccc12 (stereo unspecified)	?	?	?	/	/	-2%[20.6 µM]	/	/	/	i	-1%[25.5 µM]
O=C(C1CCN(S(=O)(=O)N2CCOCC2)CC1)N1CCOCC1	?	?	?	-2%	5%	4%	-8%	0%	2.6%[57.5 µM]	i	1%
COc1cc(OC)cc(C(=O)N2CCC(N3CCN(c4ccccc4)CC3)CC2)c1	i	i	i	/	/	4%[20.6 µM]	/	/	/	i	2%[25.5 µM]
CN1CCCC(OC(=O)CCCCC(=O)OC2CCCN(C)C2)C1 (stereo unspecified)	i	i	i	0%	-7%	-1%	-16%	-2%	0.1%[57.5 µM]	i	0%
O=C(O)Cn1nc(-c2ccc(F)cc2)oc1=O	i	i	i	-2%	-8%	-1%	-4%	-4%	-0.2%[57.5 µM]	?	1%
CCn1c(SCC(=O)Nc2ccc(NC(=O)c3cccs3)cc2)nnc1-c1cccnc1	i	i	i	-2%	3%	-2%	-11%	-2%	0.6%[57.5 µM]	i	-15%
CCCOc1ccc(C2NC(=O)NC2=O)cc1 (stereo unspecified)	i	i	i	/	/	-6%[20.6 µM]	/	/	/	i	0%[25.5 µM]
CCOc1ccc(CC(=O)N2CCN(c3ccc(N4CCOCC4)nn3)CC2)cc1OCC	/	/	/	-6%[2.3 µM]	10%	/	-4%	5%	-0.7%	/	-1%
COc1cccc(N2CCN(Cc3nc(N)nc(Nc4ccccc4OC)n3)CC2)c1	?	1.3e-08M*	1.1e-08M*	?	-10%	-2%	-20%	0%	0.4%[57.5 µM]	i	2%
COc1cc2c(cc1NC(=O)CN1C(=O)NC3(CCc4ccccc43)C1=O)oc1ccccc12 (stereo unspecified)	i	i	i	-5%	-2%	-1%	-5%	2%	-0.3%[57.5 µM]	i	-2%
CC(=O)Nc1nonc1-c1nc2ccccc2n1Cc1nnc(C)o1	/	/	/	-1%	6%	0%	2%	-3%	-4.3%	/	2%
CCC(=O)Nc1cc2c(cc1C(=O)CC)OCCO2	/	/	/	2%	?	0%	9%	-8%	0.2%[9.22 µM]	/	2%
CCN(CC)CCCNC(=O)c1nn(-c2ccccc2OC)c(=O)c2ccccc12	i	i	i	-2%	?	4%	-3%	6%	1.9%	i	-5%
CC1(C)Cc2c(C#N)c(SCC(=O)c3ccccc3)nc(N3CCCC3)c2CO1	i	?	i	/	/	0%[20.6 µM]	/	/	/	i	0%[25.5 µM]
O=C(C1CCCCC1)N1CCCC(c2nc3c(nnn3Cc3ccccc3)c(=O)[nH]2)C1 (stereo unspecified)	i	i	i	1%	?	-1%	0%	-1%	/	?	1%
COCCCNC(=O)Cn1nc(-c2ccc(C)cc2)ccc1=O	i	?	i	-4%	3%	-1%	35%	-7%	-0.6%	i	-1%
